GAA850 FXN act = frataxin GAA850 promoter activation | HEK293 lucGAA850 FXN promoter luciferase reporter, 24 h; percent of 10 µM SAHA response | activation, % at 6 µM | AID 540364 | 0.56% of 360,000 active;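 active = activation above the average of all compounds screened plus 3 SD, cutoff fixed separately per campaign, cut at about 7.5% in these data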;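 note: 0% = DMSO wells and 100% = 10 µM SAHA wells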
NPR2 activator = GC-B (human) receptor activation. activation, % at 10 µM. 0.11% of 370,000 active. HEK293-GC-B cells, CNP EC30, cGMP TR-FRET; 0% at EC30 CNP, 100% saturating CNP. P20594;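 active = activation at 10 µM reaching about 35% in either raw or pattern-adjusted values, limit read from the data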
GC-A act = GC-A (human) enzyme activation | activation, % at 10 µM | P16066 | HEK293 GC-A cells, cGMP TR-FRET, EC30 ANP; 0% at EC30 ANP, 100% saturating ANP | AID 1671463 | 0.14% of 370,000 active; in the data active = activation above about 40%
rCAG binder = binds r(CAG) RNA repeats | r(CAG) RNA repeat, TO-PRO-1 dye displacement fluorescence | inhibition, % at 3 µM | 1.3% of 370,000 active;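 active = inhibition above the plate cutoff, the mean of all test compounds on that plate plus 3 SD, cut at about 35% in these data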;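 note: 0% = DMSO alone and 100% = 100 µM mitoxantrone as full dye displacement; higher means more dye released from RNA so lower well fluorescence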
sPLA2-III inh = Inhibits HGIII-sPLA2 liposome hydrolysis, primary screen; QFRET BODIPY PC-A2 liposome hydrolysis, fluorescence; inhibition, % at 12.2 µM; 0.56% of 370,000 active; AID 743126;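 active = inhibition above mean plus 3 SD of compounds lying within the high and low control bounds, cut at about 19% in these data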;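 note: 0% = median of test compound wells and 100% = no enzyme DMSO wells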
DDE Tn6 FP inh = disrupts Tn6 cyclic peptide binding to fibrin D-Dimer-E complex. P02675. inhibition, % at 8.3 µM. 0.21% of 370,000 active. Fibrin DD(E) TRITC-Tn6 fluorescence polarization displacement. AID 720509;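 active = inhibition above a per-campaign cutoff: mean of compounds within control limits plus 3 SD, cut at about 15% in these data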;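 note: 0% = median of all compound wells on the plate and 100% = blocking peptide control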
ASAP1 GAP inh = blocks human ASAP1-stimulated Arf1 GTP hydrolysis; GDP FP detection; inhibition, % at 16.5 µM; Q9ULH1; 0.19% of 360,000 active; AID 624377; in the data active = inhibition above about 25%;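 note: 0% = vehicle with enzyme and substrate and 100% = no enzyme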
KLK7 zymogen act = activators of human kallikrein-7 zymogen. purified proKLK7, EDANS-DABCYL substrate fluorescence; 100% is mature enzyme control, 0% vehicle. AID 652039. activation, % at 7 µM. P49862. 0.9% of 370,000 active;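 active = activation above the mean of all tested compounds plus 3 SD, computed per campaign excluding outliers beyond control limits, cut at about 13% in these data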
Target sequence (P49862 whole entry, looked up): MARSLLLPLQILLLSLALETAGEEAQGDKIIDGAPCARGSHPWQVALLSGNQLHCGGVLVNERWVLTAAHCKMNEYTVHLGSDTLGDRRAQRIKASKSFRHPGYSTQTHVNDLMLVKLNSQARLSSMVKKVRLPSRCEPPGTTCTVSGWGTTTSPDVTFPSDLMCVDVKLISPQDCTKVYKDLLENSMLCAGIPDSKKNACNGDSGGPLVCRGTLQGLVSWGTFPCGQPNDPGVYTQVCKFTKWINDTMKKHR
ARFGAP1 inh = rat ARFGAP1 inhibition; Q62848; Arfgap1-stimulated ARF1 GTP hydrolysis, GDP FP detection; inhibition, % at 16.5 µM; 0.26% of 360,000 active;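 active = inhibition above a per-plate limit, mean inhibition of low control wells plus 3 SD, cut at about 25% in these data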;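 note: 0% = DMSO wells with enzyme and 100% = wells lacking Arfgap1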
Target sequence (Q62848 1-136 limits assumed): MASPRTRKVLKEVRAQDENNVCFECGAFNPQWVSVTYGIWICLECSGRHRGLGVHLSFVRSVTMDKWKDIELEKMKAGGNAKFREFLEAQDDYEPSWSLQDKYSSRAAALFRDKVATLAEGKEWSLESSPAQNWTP
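Material: truncated rat Arfgap1 GAP domain; Incubation: compound-enzyme preincubation 20 min, reaction 120 min, detection 60 min, 25 °C; Read-out: percent inhibition of Arfgap1-stimulated GTP hydrolysis; Technique: FP, GDP Alexa 633 tracer displaced from anti-GDP antibody, 620/688 nm; Controls: No-Arfgap1 wells (100%) versus DMSO full-reaction wells (0%); Replication: single well per compound.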
ADAM10 inh = inhibitors of human ADAM10; O14672; recombinant ADAM10, EDANS/DABCYL FRET peptide cleavage, 3 h; inhibition, % at 7 µM; 0.62% of 370,000 active;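 active = inhibition above a per-campaign cutoff equal to the mean of compounds falling between control-based bounds plus 3 SD, cut at about 20% in these data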;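 note: 0% = DMSO wells while the 100% control is not disclosed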
Target sequence (O14672 214-748 limits assumed): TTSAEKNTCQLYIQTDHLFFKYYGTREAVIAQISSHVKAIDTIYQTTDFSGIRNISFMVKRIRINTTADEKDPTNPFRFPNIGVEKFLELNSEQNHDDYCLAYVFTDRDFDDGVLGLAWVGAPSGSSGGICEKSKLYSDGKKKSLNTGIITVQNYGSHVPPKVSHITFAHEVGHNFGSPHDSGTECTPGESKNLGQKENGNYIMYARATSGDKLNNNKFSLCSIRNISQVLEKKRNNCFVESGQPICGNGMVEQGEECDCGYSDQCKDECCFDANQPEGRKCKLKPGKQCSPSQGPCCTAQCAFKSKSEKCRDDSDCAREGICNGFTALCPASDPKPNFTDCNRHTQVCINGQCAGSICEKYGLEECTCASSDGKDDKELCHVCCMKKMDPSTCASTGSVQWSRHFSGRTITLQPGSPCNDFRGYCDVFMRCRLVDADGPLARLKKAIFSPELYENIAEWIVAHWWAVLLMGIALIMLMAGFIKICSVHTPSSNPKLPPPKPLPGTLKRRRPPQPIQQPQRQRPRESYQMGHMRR
Starred values were filed as active, the others as inactive; x = no result given. Hits appear at their usual frequency; any-hit rate near 4.5%.

No.	Molecule	GAA850 FXN act	NPR2 activator	GC-A act	rCAG binder	sPLA2-III inh	DDE Tn6 FP inh	ASAP1 GAP inh	KLK7 zymogen act	ARFGAP1 inh	ADAM10 inh
1	COc1cccc(OCCOc2ccccc2OC(C)C)c1	1.5	-2	-1	-7	5	2	-1	0.1	3	2
2	COc1cccc(NC(=O)Nc2cccc(C)n2)c1	5.5	-3	-1	1	-3	-2	-1	-0.2	-1	-5
3	O=C(NN1CC(C(=O)OCc2ccc(Cl)cc2Cl)CC1=O)c1ccccc1 (stereo not drawn)	0.6	-5	0	-7	-18	-8	9	-0.2	6	-14
4	O=C(Nc1ccc(F)cc1)C(c1ccccc1)N1CCN(c2ccncc2)CC1 (stereo not drawn)	x	3	2	2	-30	5	2	-0.2	-5	5
5	COc1ccc(CNc2nc(NCc3ccc(OC)cc3)c3[nH]cnc3n2)cc1	-0.2	6	8	-2	-27	1	-1	-0.1	15	10
6	CC(C)(C)CC(=O)Nc1nn[nH]n1	1.7	2	0	-2	-5	2	-3	-0.3	8	-6
7	CC(C)c1onc(C(=O)NC2CCCCC2)c1[N+](=O)[O-]	1.6	1	1	-6	6	-1	7	0.1	17	-13
8	Cc1cccc(C(=O)Nc2nnc(S(=O)(=O)N3CCC(C)CC3)s2)c1	1.3	-33	-11	27	-6	-2	3	-0.3	-6	0
9	COc1cc(OC)cc(-c2nnc(N(C)C(=O)c3ccncc3)s2)c1	0.3	-2	-3	-5	-5	5	-2	2.1	-1	-18
10	Cc1ccc(NC(=O)C2CC(=O)NC(N3CCc4ccccc43)=N2)cc1 (stereo not drawn)	0.4	-7	-2	12	-8	13	1	0.2	6	-1
11	Cc1ccccc1N1CC(C(=O)N2CCCCCC2)CC1=O (stereo not drawn)	0.6	-9	2	-1	4	4	6	0.1	-1	3
12	O=C(COC(=O)c1cccc(Cl)c1)NC(=O)NCc1ccccc1	1.3	-4	0	1	-1	-2	7	0.2	5	-13
13	Cc1ccc(N(CN2C(=O)NC(C)(C)C2=O)CN2C(=O)NC(C)(C)C2=O)cc1	0.4	-5	2	-4	2	2	3	0.8	-10	-8
14	COc1ccc(CCNC(=O)CSc2nnc(CNC(=O)c3c(F)cccc3Cl)o2)cc1OC	-0.6	-7	2	-2	-2	-1	-20	0.0	12	-1
15	NC(=O)c1ccc(-c2nnn(CC(=O)Nc3cccc(S(=O)(=O)N4CCCC4)c3)n2)cc1	1.1	-5	0	11	-18	-5	7	0.2	8	-2
16	O=C1CCN(S(=O)(=O)c2ccccc2)CCN1CCOCc1ccc(F)cc1	-0.2	2	0	-3	3	-3	5	0.6	5	10
17	COc1ccc(C2CC(=O)C(c3ccc(Cl)c(Cl)c3)=CN2Cc2ccccc2)cc1 (stereo not drawn)	x	-1	0	7	-2	-1	8	-0.9	-12	-3
18	O=C(CSc1ccc2nnc(CCNC(=O)c3ccc(F)cc3)n2n1)NCc1ccco1	2.7	-5	-2	1	11	-1	-9	-0.3	11	2
19	CC1CCc2nn(CC(=O)Nc3ccc(F)cc3F)cc2C1 (stereo not drawn)	1.2	-7	2	-1	-1	-6	3	0.1	-10	-8
20	COc1cccc(-c2c(-c3cc(OC)cc(OC)c3)n(C)c3ccc(-c4cnc(OC)nc4)cc23)c1	-0.1	4	5	2	5	3	-2	-0.1	21	-12
21	CC(C)C[C@H](NC(=O)c1[nH]cnc1C(=O)Nc1ccccc1F)C(=O)OC(C)(C)C	0.6	0	0	4	-10	2	18	-0.3	3	-2
22	O=C(CSc1nnc(COc2ccccc2)n1-c1ccc(Cl)cc1)Nc1ccc2c(c1)OCCO2	x	0	-7	7	-27	-4	x	0.3	x	17
23	CC1C(Br)C(=O)NC(=O)N1Cc1ccccc1 (stereo not drawn)	2.6	-2	-3	0	4	-7	3	-0.5	15	-6
24	CN(c1cccnc1)c1ccc(NC(=O)Cc2c[nH]c3ccccc23)cc1-c1ccc(F)c(F)c1	x	-4	8	16	1	-2	3	0.0	25*	-7
25	CCN1CCCCC(NC(=O)c2ccc(Cl)cc2Cl)C1=O (stereo not drawn)	x	3	2	2	8	7	x	0.6	x	-9
26	O=C(NC1CCCCN(Cc2cccc(Cl)c2)C1=O)c1cccs1 (stereo not drawn)	x	-6	-1	2	7	-3	x	0.0	x	10
27	COC(=O)[C@]12CCCCC=C1N(CCC1=CCCCC1)C(=O)[C@H](CC(=O)NCc1cccc(C(F)(F)F)c1)C2	x	-5	-1	8	-20	4	-1	0.5	6	11
28	CC1(C)OC(=O)N(c2ccccc2)C12C=Cc1c(ccc3ccccc13)O2 (stereo not drawn)	1.6	-1	-7	-4	-18	-2	-10	0.0	5	15
29	O=[N+]([O-])c1ccc(Cl)cc1NCCCN1CCOCC1	0.3	3	-4	-4	2	5	1	-0.8	-3	7
30	CCCC(=O)Nc1ccc(NC(=O)Cc2ccccc2)cn1	-0.5	2	0	-5	0	-5	-1	0.0	-1	1
31	CCOc1cccc(C(=O)Nc2cccc(-c3nnc(-c4ccccc4)o3)c2)c1	0.9	2	2	2	-6	2	-2	0.2	-2	7
32	Cc1cc2c(OCC(O)CN3CCCC3)cccc2[nH]1 (stereo not drawn)	0.5	2	-2	0	6	-1	-19	0.2	11	11
33	Cc1c(C#N)c2ccccc2n1CC(=O)N1CCCC1	-0.1	-2	-4	4	6	4	-4	-0.7	1	0
34	Cn1c(CNC(=O)OC(C)(C)C)n[nH]c1=S	1.7	1	-1	-2	6	-2	14	-0.3	-10	11
35	Cc1c(O)c(C)c2c(c1O)C(=O)C[C@@H](c1ccccc1)O2	-0.5	0	0	4	2	8	5	0.6	-9	6
36	COc1ccc2[nH]c(C(=O)N3CCCN(Cc4ccc(F)cc4)CC3)cc2c1	1.5	2	3	-5	-5	-1	-4	2.6	7	-92
37	COc1ccc(-c2nc(-c3ccccn3)no2)cc1	-13	4	2	-3	11	1	5	0.0	3	-8
38	COc1cc(OC)c(NC(=O)CC(C)=O)cc1Cl	4.0	9	-2	5	-3	1	6	-0.1	3	4
39	O=C(O)CN1C(=O)/C(=C\c2cccc(OC(=O)c3ccco3)c2)SC1=S	1.5	3	0	28	-5	3	-12	-0.2	-9	6
40	CCOc1ccccc1NC(=O)Cn1c(=O)c2ccccc2n(CC)c1=O	1.3	5	-2	-5	-1	-1	1	0.0	-9	-3
41	CCCC(O)(CCC)C(=O)NN(C(=O)CCl)c1ccccc1	-0.7	-3	-1	6	3	-10	11	-0.3	8	12
42	CCC(=O)Nc1ccc2c(c1)C(=O)N(C)[C@@H]1CC[C@@H](CC(=O)NCCc3ccccc3)O[C@H]1CO2	x	10	0	1	5	5	x	-0.1	x	-8
43	CCOc1ccc2nc(NC(=O)Cn3cnc4c3c(=O)n(C)c(=O)n4C)sc2c1	1.0	-1	1	6	-5	3	12	0.1	27*	5
44	Cc1ccc(-n2c(C)cc(C(=O)CN3CCCCC3)c2C)cc1	1.9	-6	1	0	8	-1	13	0.6	0	1
45	CCOc1cccc(C2/C(=C(/O)c3ccc4c(c3)CC(C)O4)C(=O)C(=O)N2Cc2cccnc2)c1 (stereo not drawn)	-0.2	-2	2	6	-4	8	1	-0.5	-4	1
46	Cc1ccccc1NC(=S)N1CCN(Cc2ccccc2)CC1	0.9	2	-2	-3	0	5	1	-0.5	3	2
47	Cc1cc(N)n2nc(C(F)(F)F)nc2n1	-0.5	-1	3	2	2	-3	11	-0.1	-2	-6
48	COc1cccc(-c2cc3nc4c(c(N5CCC6(CC5)OCCO6)n3n2)CCCC4)c1	4.0	7	4	0	-21	-5	-18	-3.3	-2	-47
49	O=C(CCC(=O)Nc1nnc(C2CCCCC2)s1)NCC1CCCO1 (stereo not drawn)	0.9	4	-2	-3	2	1	-15	-0.4	-5	1
50	CC(=O)c1ccc(OCCCC(=O)Nc2cccc(S(=O)(=O)N3CCCCCC3)c2)cc1	-0.9	0	-3	6	-20	0	-1	0.6	9	3
51	COc1ccc(OC)c(S(=O)(=O)n2ccnc2C)c1	0.3	4	2	-2	1	-8	9	-0.2	-17	-3
52	OC[C@@H]1CN(Cc2ccccc2)C[C@H](n2cnc3c(Nc4ccccc4)ncnc32)O1	0.3	0	2	2	-2	-10	9	0.7	-5	-1
53	CC(=O)OC1(C)C=Cc2ccccc2C1=NS(=O)(=O)c1ccccc1 (stereo not drawn)	1.4	-4	1	5	-10	-6	-4	-0.3	-9	3
54	Cc1ccc(N/C=C(\[N+](=O)[O-])S(=O)(=O)c2ccccc2)cc1	1.8	4	5	5	5	5	0	-0.2	8	-4

Numbers 39 to 51 from above:
No.	Molecule	GAA850 FXN act	NPR2 activator	GC-A act	rCAG binder	sPLA2-III inh	DDE Tn6 FP inh	ASAP1 GAP inh	KLK7 zymogen act	ARFGAP1 inh	ADAM10 inh
39	O=C(O)CN1C(=O)/C(=C\c2cccc(OC(=O)c3ccco3)c2)SC1=S	1.5	3	0	28	-5	3	-12	-0.2	-9	6
40	CCOc1ccccc1NC(=O)Cn1c(=O)c2ccccc2n(CC)c1=O	1.3	5	-2	-5	-1	-1	1	0.0	-9	-3
41	CCCC(O)(CCC)C(=O)NN(C(=O)CCl)c1ccccc1	-0.7	-3	-1	6	3	-10	11	-0.3	8	12
42	CCC(=O)Nc1ccc2c(c1)C(=O)N(C)[C@@H]1CC[C@@H](CC(=O)NCCc3ccccc3)O[C@H]1CO2	x	10	0	1	5	5	x	-0.1	x	-8
43	CCOc1ccc2nc(NC(=O)Cn3cnc4c3c(=O)n(C)c(=O)n4C)sc2c1	1.0	-1	1	6	-5	3	12	0.1	27*	5
44	Cc1ccc(-n2c(C)cc(C(=O)CN3CCCCC3)c2C)cc1	1.9	-6	1	0	8	-1	13	0.6	0	1
45	CCOc1cccc(C2/C(=C(/O)c3ccc4c(c3)CC(C)O4)C(=O)C(=O)N2Cc2cccnc2)c1 (stereo not drawn)	-0.2	-2	2	6	-4	8	1	-0.5	-4	1
46	Cc1ccccc1NC(=S)N1CCN(Cc2ccccc2)CC1	0.9	2	-2	-3	0	5	1	-0.5	3	2
47	Cc1cc(N)n2nc(C(F)(F)F)nc2n1	-0.5	-1	3	2	2	-3	11	-0.1	-2	-6
48	COc1cccc(-c2cc3nc4c(c(N5CCC6(CC5)OCCO6)n3n2)CCCC4)c1	4.0	7	4	0	-21	-5	-18	-3.3	-2	-47
49	O=C(CCC(=O)Nc1nnc(C2CCCCC2)s1)NCC1CCCO1 (stereo not drawn)	0.9	4	-2	-3	2	1	-15	-0.4	-5	1
50	CC(=O)c1ccc(OCCCC(=O)Nc2cccc(S(=O)(=O)N3CCCCCC3)c2)cc1	-0.9	0	-3	6	-20	0	-1	0.6	9	3
51	COc1ccc(OC)c(S(=O)(=O)n2ccnc2C)c1	0.3	4	2	-2	1	-8	9	-0.2	-17	-3

Source: PubChem BioAssay
